HepG2 tox: counter-screen for TGF-b inhibitors: cytotoxicity in HepG2 cells | HepG2 CAGA-GFP viability, ATP luminescence, 18 h | Potency, µM (highest dose often 46.1 µM), for the others: at the top dose activity change, negative = cytotoxicity, actives largely listed as cytotoxic | 410,000 compounds, 0.76% hits | AID 588856; also: potency is read from the fitted curve at half-maximal effect; some results filed as inactive show a strong effect at the top dose
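CellTiter-Glo luminescence gave cytotoxicity after 18 hours at 37 degrees C. The cells were HepG2 CAGA-GFP in 1% FBS DMEM, stimulated with 500 pg/mL TGF-beta after compound addition. %Activity was normalised to no-cell wells (complete cell-killing) and DMSO (no toxicity), and curves were fitted and classified.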
S2 tox: viability counter-screen for ATXN expression inhibitors; S2 cells (HEK-293 line with an ATXN2-luciferase reporter) viability, CellTiter-Fluor protease fluorescence, 24 h; Potency, µM (highest dose often 56.7 µM), hits mostly cytotoxic; 400,000 compounds, 0.49% hits; also: potency is read from the fitted curve at half-maximal effect; nearly all actives have a fitted effect of over 40% in size
IL-2 act: activators of IL-2; activation, % (series mostly up to about 46 µM); IL-2 activation reporter assay, cell-based qHTS; stimulated with anti-CD3/CD4/CD28 beads; in transgenic mouse T cells; 360,000 compounds, 0.065% hits; in the data active = activation above about 50%; inconclusive = mostly about 30% to 49%; also: 0% is about no effect
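Unstimulated transgenic mouse T cells preincubated 60 min with compound, then stimulated with anti-CD3/anti-CD4-coated beads plus anti-CD28 for 18 h at 37 degrees C. IL-2 response read as EGFP and DsRed fluorescence by plate cytometry.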
TGFb inhibitor: TGF-b pathway inhibition; HepG2 CAGA-GFP TGF-b/SMAD3 reporter, GFP fluorescence, 18 h; TGF-beta stimulated, 500 pg/mL final; Potency, µM (highest dose often 46.1 µM), for inactives: at the top dose activity, negative = inhibition, most hits filed as inhibitors; 410,000 compounds, 1.2% hits; AID 588855; also: potency is read from the fitted curve at half-maximal effect; % is scaled to controls: 0 for no effect and ±100 for the full control effect; nearly all actives have a fitted effect of over 65% in size
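Inhibition of TGF-beta-driven CAGA-GFP reporter expression in HEPG2 cells is measured by cellular GFP fluorescence after 18 h stimulation with 500 pg/mL recombinant TGF-beta in 1% FBS medium at 37 degrees C.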
Nrf2 inh: Nrf2 pathway inhibition; Potency, µM (titrated, usually from 46 µM), without a hit: at the highest dose activity change, negative = inhibition, usual class: inhibitors; 360,000 compounds, 2.1% hits; A549 ARE-Fluc reporter, luciferase luminescence, 18-24 h; also: potency is read from the fitted curve at half-maximal effect; % is scaled to controls: 0 for no effect and ±100 for the full control effect; nearly all actives have a fitted effect of over 60% in size
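Concentration-response testing used A549 ARE_Fluc cells at 5000 cells/well. Following an 18-24 h compound incubation, viability was read by fluorescence (Ex 405/Em 525) and luciferase output by luminescence.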
EPAC2 ag: activates human EPAC2 exchange factor. AID 720711. 360,000 compounds, 0.079% hits. Q8WZA2. Potency, µM (highest dose often 154 µM), for the others: at the highest dose activation, usual class: activators. EPAC2 activation, biochemical qHTS; response scale: 100% = 6.5 mM cAMP response; also: potency is read from the fitted curve at half-maximal effect; nearly all actives have a fitted effect of over 50% in size
Target sequence (Q8WZA2 whole entry, looked up): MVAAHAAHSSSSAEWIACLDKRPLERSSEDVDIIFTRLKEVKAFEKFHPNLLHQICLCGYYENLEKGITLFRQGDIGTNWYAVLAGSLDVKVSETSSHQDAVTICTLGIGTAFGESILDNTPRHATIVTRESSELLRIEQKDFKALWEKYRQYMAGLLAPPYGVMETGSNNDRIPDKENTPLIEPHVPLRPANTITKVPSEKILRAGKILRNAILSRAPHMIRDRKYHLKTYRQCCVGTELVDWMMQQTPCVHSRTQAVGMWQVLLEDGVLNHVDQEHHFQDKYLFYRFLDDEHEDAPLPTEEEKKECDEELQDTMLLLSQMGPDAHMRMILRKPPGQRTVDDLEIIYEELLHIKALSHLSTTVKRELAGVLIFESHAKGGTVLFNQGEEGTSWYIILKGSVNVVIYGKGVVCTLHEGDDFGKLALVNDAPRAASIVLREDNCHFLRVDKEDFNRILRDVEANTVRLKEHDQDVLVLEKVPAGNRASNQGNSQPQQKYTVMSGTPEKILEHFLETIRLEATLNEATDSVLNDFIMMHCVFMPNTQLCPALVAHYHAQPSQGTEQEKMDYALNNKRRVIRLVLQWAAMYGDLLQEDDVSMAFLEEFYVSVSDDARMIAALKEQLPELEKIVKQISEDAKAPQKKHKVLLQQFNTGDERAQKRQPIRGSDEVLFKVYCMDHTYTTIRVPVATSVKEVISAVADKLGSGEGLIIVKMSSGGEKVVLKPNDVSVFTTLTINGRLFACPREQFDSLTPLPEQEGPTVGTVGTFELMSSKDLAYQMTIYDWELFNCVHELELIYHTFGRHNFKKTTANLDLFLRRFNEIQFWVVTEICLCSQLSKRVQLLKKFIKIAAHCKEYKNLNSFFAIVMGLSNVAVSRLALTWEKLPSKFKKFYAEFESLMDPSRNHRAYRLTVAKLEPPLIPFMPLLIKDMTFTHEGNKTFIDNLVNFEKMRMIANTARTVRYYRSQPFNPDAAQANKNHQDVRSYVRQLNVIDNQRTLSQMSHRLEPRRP
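EPAC2 (100 nM) mixed with Rap1B loaded with BODIPY-GDP (250 nM) plus 50 uM unlabeled GDP; compounds pinned in, 5 min RT, then read every 5 min for 30 min (ex 480, em 540 nm). Normalized to cAMP control.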
Nrf2 activator: activators of Nrf2 (ARE) signaling. AREc32 ARE-luciferase reporter (MCF7-derived line), luminescence, 24 h. Potency, µM (series often up to 46.1 µM), inactives show at the top dose activation, hits mostly activators. 410,000 compounds, 0.31% hits. AID 624171; also: potency is read from the fitted curve at half-maximal effect; % of control where 0% means no effect; nearly all actives have a fitted effect of over 65% in size
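AREc32_Fluc, 1000 cells/well, OPTI-MEM + 5% FBS, o/n 37 deg C 5% CO2; 23 nL cpd by pin tool, 24 hr; Steady-Glo 30 min RT, luminescence.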
ATXN2 expr inh: ATXN2 expression inhibition. HEK-293 ATXN2-luciferase reporter, luminescence, 24 h. Potency, µM (series often up to 57 µM), without a hit: at the highest dose activity change, negative = inhibition, usual class: inhibitors. 360,000 compounds, 0.72% hits. AID 1745845; also: potency is read from the fitted curve at half-maximal effect; % is scaled to controls: 0 for no effect and ±100 for the full control effect; nearly all actives have a fitted effect of over 55% in size
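ATXN2-luciferase reporter cells (luciferase flanked by upstream and downstream ATXN2 gene portions) were treated 24 h at 37 °C with compounds at up to 57 uM. SteadyGlo luminescence gave expression; GF-AFC fluorescence gave viability.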
A549 tox: counter-screen for Nrf2 inhibitors: cytotoxicity in A549 cells; A549 ARE-Fluc cells, CellTiter-Fluor viability, 18-24 h; Potency, µM (highest dose often 46 µM), for the others: at the highest dose activity change, negative = cytotoxicity, most hits filed as inhibitors; 390,000 compounds, 0.16% hits; AID 504648; also: potency is read from the fitted curve at half-maximal effect; % is scaled to controls: 0 for no effect and ±100 for the full control effect
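A549 ARE-Fluc cells in 5% FBS OPTI-MEM, 5000 cells/well, rested 2 h then exposed to compounds in concentration-response for 18-24 h at 37 °C. Viability by CellTiter-Fluor fluorescence (Ex 405/Em 525) after 30 min; luciferase luminescence (BugLite, 15 min, RT) read afterwards.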
* marks the source's active call; other numbers are inactive results; i = inactive; ? = inconclusive; / = no result given; & = joins results of further samples; [ ] = remark or other dose. Unless noted, calls follow the shape of the dose curve; as a rule, active = well fitted curve in the direction sought with a large enough effect; inconclusive = small, poorly fitted or top-dose-only effect, or another doubt; inactive = no such curve, though single readings can be large; an effect the other way counts as inactive or inconclusive.

| canonical_smiles | HepG2 tox | S2 tox | IL-2 act | TGFb inhibitor | Nrf2 inh | EPAC2 ag | Nrf2 activator | ATXN2 expr inh | A549 tox |
| --- | --- | --- | --- | --- | --- | --- | --- | --- | --- |
| CCC(C)c1ccc(NC(=O)COc2c(F)c(F)c(C(F)(F)F)c(F)c2F)cc1 (configuration not stated) | -77% | ? | -5.8 | ? | -5% | -17% | 0.7% | 15% | -8% |
| NC(=S)Nc1ccc2cc[nH]c2c1 | 2% | i | -0.1 | -5% | 15% | 1% | -0.1% | -21%[11.3 µM] | -1% |
| COC(=O)c1cc(S(=O)(=O)N2CCN(c3ccc(C(C)=O)cc3)CC2)c[nH]1 | -18% | i | 0.6 | -5% | ? | 6% | 0.9% | 4% | 2% |
| CCOC(=O)[C@]12CCC=C1N(Cc1cccc3ccccc13)C(=O)[C@H](CC(=O)NCc1ccccc1)C2 | / | ? | -0.1 | / | / | 1% | 4.7% | 0% | / |
| Cc1cc(Br)cc2c1NC(=O)C2(c1c(C)n(C)n(-c2ccccc2)c1=O)c1c(C)n(C)n(-c2ccccc2)c1=O | -29% | ? | 3.5 | -1% | -4% | 1% | -0.8% | ? | 1% |
| CCN(CC)CCOC(=O)/C=C/c1ccccc1OC | -1% | i | -2.0 | -10% | 12% | 7% | -0.2% | -9% | -4% |
| COc1ccc(C2/C=C\CN(S(=O)(=O)c3ccc(C)cc3)CC(=O)N2Cc2ccc(F)cc2)cc1 (configuration not stated) | -17%&-6% | i | -2.2 | -23%&-10% | -7%&6% | 0% | 0.0% | 8% | 0%&-6% |
| CSc1nc2ccc(NC(=O)C3=NNC(=O)CC3)cc2s1 | -9% | ? | 0.0 | -28% | 3% | 8% | ? | / | 2% |
| Cc1ccc(CN2c3ccccc3S(=O)(=O)c3ccccc32)cc1 | -23% | i | / | ? | 0% | / | 5.2% | -16% | 5% |
| CCCn1c(SCC(=O)Nc2nonc2C)nnc1-c1ccoc1C | -1% | i | -0.1 | -2% | -9% | -2% | -0.2% | -14% | -11% |
| c1ccc(CNc2ccc3c(c2)ncn3C2CCCCC2)nc1 | 3% | i | -1.4 | -3% | 22% | 8% | 0.6% | 28% | 8% |
| O=c1cc(-c2ccccc2)nc(SCc2nc(-c3cccc(C(F)(F)F)c3)no2)[nH]1 | 9% | / | / | -25% | / | / | -1.1% | / | 7% |
| COc1ccc(OC)c(C2C(C(=O)c3sc(C)nc3C)=C(O)C(=O)N2CCN2CCOCC2)c1 (configuration not stated) | -1% | i | -0.3 | -3% | / | 8% | -0.5% | -15% | -4% |
| CCCCOc1ccc(C(=O)NCc2ccco2)cc1 | -10% | i | -3.4 | -8% | ? | 11% | 4.5% | 25% | -17% |
| O=C(Cc1cccc2ccccc12)N/N=C1\CCCc2ccccc21 | -8% | ? | -2.2 | -5% | ? | -8% | 0.3% | -24% | -12% |
| CC1CN(C(=O)c2cc(Br)c(Br)s2)CC(C)O1 (configuration not stated) | -20% | ? | -0.5 | -16% | 2% | 1% | -1.5% | 1% | -1% |
| O=S1(=O)CCS(=O)(=O)C1c1ccccc1 | -62% | ? | -0.9 | ? | ? | 5% | ? | 20% | -10% |
| CCCC(=O)N1CCC1(C)C(=O)Nc1ccc2nc(C)ccc2c1 (configuration not stated) | -6% | i | -0.5 | -4% | / | 6% | 0.1% | 4% | / |
| CN1CCN(CCCNc2c(C=O)c(=O)[nH]c3ccccc23)CC1 | 13% | i | 1.2 | -2% | 2% | 10% | -0.1% | 1% | 0% |
| Cc1cccc(C)c1-n1nnnc1C(c1cccc2ccccc12)N1CCN(C/C=C/c2ccccc2)CC1 (configuration not stated) | 2% | i | -0.6 | -27% | / | -3% | 4.1% | 13% | / |
| COc1ccc(CCNS(=O)(=O)c2c(C)nc3sc(C)cn3c2=O)cc1OC | 0% | / | / | -2% | 27% | / | -0.6% | / | 6% |
| O=C(NCc1ccco1)C(c1ccncc1)N(C(=O)Cn1nnc2ccccc21)c1ccccc1F (configuration not stated) | 2% | i | -0.5 | 12% | -4% | -11% | -0.6% | -2% | -7% |
| COC(=O)CN1C(=S)N(c2ccc(OC)cc2)C(=O)/C1=C/c1cccs1 | 8% | i | -2.6 | 14% | -6% | 4% | -0.1% | -17% | -10% |
| CC(C)(C)c1ccc(S(=O)(=O)NNC(=O)C2CCN(Cc3cccc(F)c3)CC2)cc1 | -30% | i | -0.7 | ? | ? | -9% | 6.5% | 22% | -4% |
| COC(=O)C1=NN(c2ccc(Cl)cc2)C2C(=O)N(c3ccccc3OC)C(=O)C12 (configuration not stated) | 2% | i | -0.2 | -24% | 23% | -9% | -0.4% | -6% | 0% |
| CCOC(=O)CCCCNC(=O)Nc1ccccc1 | 0% | i | -1.6 | 9% | 9% | 6% | -0.5% | 6% | 8% |
| Cc1c(O)ccc2c(CN3CCOCC3)cc(=O)oc12 | -6% | / | -0.2 | -12% | 7% | 2% | 0.2% | 3% | -2% |
| COCCNC(=O)c1c[nH]c2cc(OC)c(OC)cc2c1=O | 4% | i | -1.1 | -13% | 10% | 3% | 2.6% | 0% | 1% |
| O=C1NC(c2cccs2)C(C(=O)c2ccccc2)C(O)(C(F)(F)F)N1 (configuration not stated) | 1% | i | 1.3 | 3% | 11% | 4% | -0.5% | -1% | 11% |
| CC1(C)S/C(=N/N=C/c2ccco2)NC1=O | -7% | i | -3.9 | -13% | 1% | 12% | ? | -2% | 0% |
| COC(=O)c1ccc2c(c1)N(CC(=O)Nc1cccc(C(F)(F)F)c1)C(=O)c1ccccc1S2 | -7% | i | / | 0% | / | / | -1.1% | -4% | -6% |
| CC(=O)N(Cc1ccc(Br)cc1)c1ccccc1C(=O)O | 3% | i | 0.3 | -15% | -19% | 8% | -0.2% | / | 1% |
| O=S(=O)(NCCc1csc2nc(-c3ccc(F)cc3)nn12)c1ccc2c(c1)OCCO2 | -22% | / | / | 0% | / | / | 0.4% | / | -4% |
| O=C(NC1CCCC1)C(c1ccc(F)cc1)N(Cc1ccc(F)cc1)C(=O)CCl (configuration not stated) | -36% | i | 1.7 | -29% | 4% | 2% | -0.8% | 2% | 0% |
| COc1ccc(-c2noc(CN(C)C(=O)CCCN3C(=O)[C@H]4CC=CC[C@H]4C3=O)n2)cc1 | -11% | i | -3.0 | 7% | / | 4% | -0.5% | / | / |
| CC1CC1C(=O)OCC(=O)NCc1ccc(Cl)cc1 (configuration not stated) | 4% | i | 1.3 | 1% | 24% | 0% | -0.4% | 0% | 2% |
| CC(=O)Nc1ccc(Nc2nc(C)nc3c2nnn3Cc2ccccc2Cl)cc1 | 1% | i | -0.7 | 4% | 8% | 7% | -0.2% | ? | 10% |
| COc1ccc(C(=O)NCC(=O)OCC(=O)Nc2cc(OC)ccc2OC)cc1 | -2% | i | -2.6 | 0% | 17% | 10% | 0.2% | -6% | / |
| CCc1noc(C)c1C(=O)NNC(=O)c1cc(OC)c(OC)c(OC)c1 | 5% | i | 0.0 | 13% | 3% | -5% | -0.1% | 6% | -4% |
| COc1ccc(Cc2nc3ccc(C(=O)NCCCSC)cc3o2)cc1OC | -38% | i | -0.2 | -28% | ? | 2% | 5.9% | 50%[activator] | 13% |
| COc1ccc(S(=O)(=O)NCC(=O)N(CC2CCCO2)C(C(=O)NC2CCCC2)C(C)C)cc1 (configuration not stated) | -26% | i | -1.4 | -2% | 4% | 5% | -0.3% | -14% | -11% |
| O=C(Nc1ccc2c(c1)OCO2)c1cncc(Br)c1 | -21% | i | -0.1 | 4% | 3% | -5% | 0.2% | 47%[activator] | 0% |
| Cc1ccc(/C=C2/SC(=O)N(CC(=O)N3CCOCC3)C2=O)s1 | -16% | ? | 0.0 | -4% | 0% | -110%[inhibitor] | -0.2% | 7% | -10% |
| COc1ccc(-n2nc(C(=O)NCC(=O)NCc3ccc(F)cc3)c3ccccc3c2=O)c(OC)c1 | -3% | i | -0.8 | -18% | -29% | -5% | -0.8% | -6% | -5% |
| CC(C)n1nc(C(=O)NNC(=O)c2ccncc2)c2ccccc2c1=O | -2% | i | 1.2 | -2% | -10% | 10% | -0.8% | -13% | -1% |
| CCOC(=O)C(C)c1n[nH]c(=O)c2ccccc12 (configuration not stated) | 4% | i | -1.8 | -5% | 7% | 4% | -0.4% | 9% | 4% |
| COc1ccccc1CNC(=O)CN1C(=O)NC(c2ccccc2)(c2ccc(C)c(C)c2)C1=O (configuration not stated) | -18% | ? | -4.4 | ? | -16% | -6% | 1.8% | ? | -11% |
| CCCOc1ccc(/C=C/C(=O)Nc2sc3c(c2C(=O)OCC)CCC(C)C3)cc1OC (configuration not stated) | -16% | i | / | 10% | -5% | / | -1.0% | 1% | 5% |
| COc1cccc(C(O)c2ncc(-c3cccc4ccccc34)[nH]2)c1 (configuration not stated) | -28% | i | 0.5 | 0% | / | 20% | 5.1% | -3% | / |
| COC(=O)c1cc(-c2ccc(Cl)cc2)n(-c2ccc(S(N)(=O)=O)cc2)n1 | 0% | i | 0.2 | 3% | -10% | 14% | 0.6% | -10% | -10% |
| Cc1ccc(S(=O)(=O)c2cn(Cc3cccc(F)c3)c3cc(N4CCCC4)c(F)cc3c2=O)cc1 | -4% | / | / | 0% | 27% | / | 0.2% | / | 0% |
| O=C(CSc1ccc(-c2cccnc2)nn1)Nc1ccccc1C(F)(F)F | 0% | i | 0.9 | -7% | -15% | 16% | 2.0% | -4% | -3% |
| CCOc1ccc(NS(=O)(=O)c2ccc(NC(=S)NC(=O)C(C)C)cc2)cc1 | -1% | i | -1.5 | -17% | ? | 4% | 0.0% | -2% | -11% |
| CC1(C)CC(NC(=O)c2cc([N+](=O)[O-])cc([N+](=O)[O-])c2)CC(C)(C)N1 | -110% | i | 1.5 | ? | 2% | 5% | 0.2% | ? | -2% |

Screens from PubChem.
